Assay outcomes (PubChem BioAssay)
ARNT-TACC3 inh: disruptors of human ARNT/TACC3 interaction | Q9Y6A5 | hit rate 0.66% among 390,000 | inhibition, % at 9.99 µM | AlphaScreen His-ARNT PAS-B/GST-TACC3 binding, luminescence; TACC3 fragment carries E629A point mutation;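 active means mean inhibition of replicates at least 50% and at least half of replicates each reaching 50%; inconclusive means half or more replicates reach 50% but mean below 50%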;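 further: 0% = complete ARNT plus TACC3 wells and 100% = ARNT alone without TACC3; many hits fall short of the cut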
DENV2 CPE rescue: protects cells from dengue virus 2 cytopathic effect; DENV2-infected cells, cytopathic effect rescue, plate reader; AID 651640; CPE inhibition, % at 9.99 µM; hit rate 1.7% among 350,000; in the data active means CPE inhibition above about 20%, passing the limit was not always enough; inconclusive means no clear call, values can overlap the other calls; tested in BHK-21 cells;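 further: 0% = median of neutral control wells and 100% = median of positive control wells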
PAX8 inh HTS: PAX8 transcriptional activity inhibition; RMG-I TPO-luciferase reporter, SteadyGlo, 24 h; hit rate 1.2% among 360,000; inhibition, % at 12.6 µM;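 active means mean replicate inhibition at least 60% with every replicate also reaching 60%; inconclusive means only one of the two criteria is met; inactive means mean below 60% and not all replicates reaching 60%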;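 further: luciferase light reporting Pax8 driven TPO promoter activity; plate controls were median of neutral control wells for no effect and mitoxantrone controls for full effect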
GSIS activator: primary screen for activators of insulin secretion dependent on glucose, INS-1E cells, GLuc reporter luminescence | INS-1E GLuc reporter insulin secretion, 2-3 h | activation, % at 16.6 µM | hit rate 0.61% among 370,000 | AID 743287;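 active means lowest replicate activation of at least 40%, so every replicate reaches that level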;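 further: 0% = median of neutral control wells and 100% = median of IBMX positive control wells; some compounds called inactive have numbers as strong as hits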
F508del corr: correctors of CFTR F508del function in bronchial epithelial cells; CFBE cells, YFP halide quenching; stimulated with forskolin plus potentiator P3; % fluorescence drop versus neutral controls; activity (quench increase), % at 7.58 µM; hit rate 0.36% among 350,000; AID 720511;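 active means mean added fluorescence quench of at least 8% versus neutral control, with both replicates also reaching 8%; inconclusive means only one of the mean or replicate conditions met; inactive means mean below 8% and not both replicates reaching 8%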;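 further: cells transiently co-express mutant CFTR-F508del with the halide-sensitive YFP; corrector assay measuring rescue of mutant channel to the surface after 24 h compound exposure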
XiGFP reactiv: activators of X-chromosome reactivation in mouse fibroblasts; XiGFP mouse fibroblasts, % GFP-positive cells imaging, 3 d; cells co-treated with 5-aza-dC sensitizer; scaled so ellipticine positive control = 100%; activation, % at 7.58 µM; hit rate 0.055% among 360,000;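 active means mean normalized replicate activation at least 10% and every replicate at or above 10%; inconclusive means only one of the two criteria met; inactive means mean below 10% and not all replicates reach 10%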;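 further: 0% = median of on-plate neutral control wells and 100% = ellipticine 6 µM median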
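assay system = SV40-immortalized XiGFP fibroblast cells, line 68-5-11 | buffer or medium = DMEM plus 5-aza-dC sensitizer | doses = single-point pinned compound dosing | times = 3-day compound exposure, then 15 min fixation at room temperature | benchmarks = positive control ellipticine, 6 µM final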
ERp5 inh: blocks human ERp5 reductase activity on insulin; ERp5 insulin aggregation, absorbance 650 nm, 90 min; inhibition, % at 9.99 µM; Q15084; hit rate 0.05% among 350,000;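 active means mean replicate inhibition above about 25%, with every replicate also reaching it, limit read from the data, passing the limit was not always enough; inconclusive means only one of those two criteria met; inactive means neither criterion met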
Target sequence (Q15084 whole entry, looked up): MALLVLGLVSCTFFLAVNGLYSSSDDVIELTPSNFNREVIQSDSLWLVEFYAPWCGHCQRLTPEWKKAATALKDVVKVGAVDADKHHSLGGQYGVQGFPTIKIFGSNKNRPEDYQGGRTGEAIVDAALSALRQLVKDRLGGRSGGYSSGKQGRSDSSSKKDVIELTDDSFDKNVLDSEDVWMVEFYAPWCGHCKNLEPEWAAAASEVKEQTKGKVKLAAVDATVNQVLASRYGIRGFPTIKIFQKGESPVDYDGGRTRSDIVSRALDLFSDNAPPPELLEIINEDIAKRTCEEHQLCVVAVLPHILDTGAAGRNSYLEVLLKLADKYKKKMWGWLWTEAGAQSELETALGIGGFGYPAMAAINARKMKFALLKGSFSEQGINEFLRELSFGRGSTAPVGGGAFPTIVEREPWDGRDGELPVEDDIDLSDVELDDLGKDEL
EWS-Fli block: EWS/Fli transcriptional activity inhibition; A673 NR0B1-luciferase reporter, viability-normalised; inhibition, % at 12.6 µM; hit rate 0.67% among 350,000;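 active means mean inhibition of at least 50% after viability correction, with every replicate also passing that limit; inconclusive means mean reaches 50% but only one of two replicates passes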;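 further: firefly luciferase signal divided by Alamar Blue viability fluorescence both relative to DMSO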
Active calls of the source: *; ? = inconclusive; / = not tested or not shown; & = joins results of further samples. The list is partial. The share of hits here may be higher or lower than overall.

SMILES	ARNT-TACC3 inh	DENV2 CPE rescue	PAX8 inh HTS	GSIS activator	F508del corr	XiGFP reactiv	ERp5 inh	EWS-Fli block
COc1ccccc1CNC(=O)CCC(=O)N1C[C@H]2C[C@@H](C1)c1cccc(=O)n1C2	-23	-1	/	/	-0.3	/	2	5
COC(=O)C1=C(c2ccc(F)cc2OCc2ccccc2)C[C@@H]2CC[C@H]1N2C(=O)NCc1ccc(C)cc1	11	0	102*	-33	-1.7	0.1	-1	2
CCC(=O)N1N=C(c2c(O)n(CCc3ccccc3)c(=O)[nH]c2=O)CC1c1ccc(OC)c(OC)c1 (centres undefined)	/	8	9	10	1.0	-0.1	0	-1
CN1CCN(S(=O)(=O)c2ccc(Cl)nc2)CC1	-8	/	10	2	/	0.0	/	/
S=P(NC1CCCCC1)(N1CC1)N1CC1	-12	-1	30	-12	-0.1	0.1	1	21
C[C@]12CCC3C(CC[C@H]4C[C@@H](O)CC[C@]34C)[C@H]1CC[C@H]2O (some centres undefined)	-7	16	-6	23	-4.5	0.4	-5	1
C=CCn1c(O)c(/C(C)=N/N2CCN(C)CC2)c(=O)[nH]c1=O	17	3	-25	/	0.7	0.0	3	1
O=C(Cc1cccnc1)N1CCCCN2[C@H](CO)[C@H](c3ccc(C#CC4CC4)cc3)[C@H]2C1	4	-6	17	/	0.9	/	3	0
COC1CC=C2CCN3CCC4=C(CC(=O)OC4)C23C1 (centres undefined)	/	-4	/	-5	-1.1	/	2	2
O=P1(Oc2ccccc2)OCCCS1 (centres undefined)	1	0	5	-11	0.0	0.1	2	-5
CCP(=S)(CC)c1ccc(N(C)C)cc1	-7	4	10	1	0.6	0.8	?	10
COc1ccc(OC)c(N=Cc2c(O)n(Cc3ccccc3)c(=S)[nH]c2=O)c1	3	-2	-3	-5	-2.7	-0.1	-3	3
CC(=O)OC1N=C(c2ccccc2Cl)c2cc(Br)ccc2NC1=O (centres undefined)	0	0	-2	-2	-2.3	0.0	3	1
COc1ccc(CN2CCN(C(=O)Cc3ccccc3)CC2)cc1Br	9	-5	5	-9	-1.2	0.0	1	0
NC(=S)N/N=C/c1coc2ccccc2c1=O	0	1	-3	-2	0.6	0.0	0	0
CC(C)(C)C(=O)Nc1ccc(S(=O)(=O)N2CC3CC(C2)c2cccc(=O)n2C3)cc1 (centres undefined)	-1	-8	13	15	0.9	0.3	-2	2
COc1ccc(C2=NS(=O)(=O)N(C)C(C(=O)N3CCC4(CC3)OCCO4)=C2)cc1OC	1	-3	-11	22	-1.5	0.0	-1	/
c1ccc2c(c1)CN(Cc1ccc3c(c1)OCO3)Cc1cnnn1-2	/	18	14	7	1.3	/	-2	-3
Cc1ccc2c(c1)Oc1ccccc1N=C2	/	-5	-8	3	-4.6	0.0	-6	-14
Cn1cccc1/C=C1\C(=O)NC(=O)N(Cc2ccco2)C1=O	3	/	1	8	/	0.0	/	/

3 structures out of the list, sorted by molar mass, ascending:
SMILES	ARNT-TACC3 inh	DENV2 CPE rescue	PAX8 inh HTS	GSIS activator	F508del corr	XiGFP reactiv	ERp5 inh	EWS-Fli block
Cc1ccc2c(c1)Oc1ccccc1N=C2	/	-5	-8	3	-4.6	0.0	-6	-14
NC(=S)N/N=C/c1coc2ccccc2c1=O	0	1	-3	-2	0.6	0.0	0	0
Cn1cccc1/C=C1\C(=O)NC(=O)N(Cc2ccco2)C1=O	3	/	1	8	/	0.0	/	/

(further entries)
SMILES	ARNT-TACC3 inh	DENV2 CPE rescue	PAX8 inh HTS	GSIS activator	F508del corr	XiGFP reactiv	ERp5 inh	EWS-Fli block
COC(=O)C1=C(c2ccc(F)cc2OCc2ccccc2)C[C@@H]2CC[C@H]1N2C(=O)NCCOc1ccc(OC)cc1	9	4	33	-8	-3.4	0.0	3	7
COC(=O)C1=C(c2ccccc2OCc2ccccc2)C[C@@H]2CC[C@H]1N2C(=O)NCCOc1ccccc1	-19	-5	30	-12	2.4	-0.1	-4	7
COc1cc(OC)cc(C(=O)Nc2ccc(Br)cc2C(=O)c2ccccc2)c1	-1	/	13	-20	/	0.0	/	/
C[C@]12CCC3C(CCC4=C/C(=N/OCC(=O)NC(CCC(N)=O)C(=O)O)CC[C@@]43C)C1CCC2O (some centres undefined)	-8	-5	3	10	1.1	0.1	4	10
CCc1ccc(-c2nn(Cc3ccccc3)cc2C=O)cc1	-14	/	-264	-2	-3.2	0.0	1	-116
CCc1ccc(-n2c(O)c(/C=N/NC(=O)c3ccncc3)c(=O)[nH]c2=O)cc1	4	/	0	-24	/	-0.2	/	/
COc1ccc(OC)c(C(O)C(C)N)c1 (centres undefined)	-25&-3	-8	-18	-6	-0.7	0.0	0	-2
NC(=O)c1ccc(OCCC(O)N2CC=C(c3ccc(F)cc3)CC2)cc1 (centres undefined)	-4	-2	-15	-3	0.2	0.1	6	25
ON1C2CCCCC2N(O)C1c1ccccc1 (centres undefined)	-8	/	/	5	-0.1	/	3	-5
O=C(Nc1ccc(C(F)(F)F)cc1)OC1CN2CCC1CC2 (centres undefined)	-9	39*	-26	7	-0.8	0.2	1	-24
C/C(CC(c1ccccc1)c1c(O)c2ccccc2oc1=O)=N\Nc1ccc([N+](=O)[O-])cc1[N+](=O)[O-] (centres undefined)	9	10	-3	-16	0.4	0.5	-3	1
OC(CCNCCc1c[nH]c2ccccc12)C(F)(F)Cl (centres undefined)	-11	19	-4	-6	-1.4	0.1	6	14
COC(=O)c1nc(-c2ccc3c(n2)C(=O)C(N)=C(OC)C3=O)c(N)c(-c2ccc(OC)c(OC)c2O)c1C	45*	-6	17	-16	-1.4	0.2	3	-34
O=c1[nH]c(=S)n(-c2ccc(Cl)cc2)c(O)c1C=Nc1ccc(N2CCOCC2)cc1	17	0	-3	-1	2.7	0.2	-11	-16
C/C=C(\C)C(=O)N[C@@H](c1ccccc1)[C@@H](O)C(=O)O[C@H]1C[C@@]2(O)[C@@H](OC(=O)c3ccccc3)C3[C@](C)(C(=O)[C@H](OC(C)=O)C(=C1C)C2(C)C)[C@@H](O)C[C@H]1OC[C@@]31OC(C)=O (some centres undefined)	/	19	/	/	3.2	/	1	58*
C=CCN1C(=S)N[C@@H]2c3ccccc3O[C@@]1(C)[C@@H]2C(=O)OCC	1	-7	3	/	0.5	/	1	1
COC(=O)[C@@H]1[C@@H](CO)[C@@H]2Cn3c(ccc(-c4ccc(F)cc4)c3=O)[C@H]1N2Cc1cccnc1	0	3	/	10	/	0.2	-2	-3
C[C@H]1CC[C@@]2(C)[C@@H](CC[C@@H]3[C@@H]2CC[C@]2(C)[C@@H](O)CC[C@@H]32)C1	-3	-2	-8	3	3.3	-0.2	0	17
O=c1[nH]c(=O)n(Cc2ccccc2Cl)c(O)c1C=Nc1ccc(F)cc1	-5	/	-18	29	/	0.1	/	/
COC(=O)C1=C(c2ccc(OC)c(OC)c2)C[C@@H]2CC[C@H]1N2C(=O)NC(C)C	-2	-6	6	10	-0.6	0.2	4	-2
CCOC(=O)[C@]12Cc3c(cc(OC)c(OC)c3OC)[C@H]1N(C)C(=O)c1ccccc12	/	0	3	-17	2.9	0.8	-11	2
Cc1ncc([N+](=O)[O-])n1CCOC(N)=O	3	1	2	3	1.5	-0.1	5	-13
COC(=O)C1=C(c2cccc(OCc3ccccc3)c2)C[C@@H]2CC[C@H]1N2C(=O)NCc1cccc(F)c1	-1	2	53	-20	0.3	0.0	-4	7
COC1C(C)OC(OC2CC(C)(O)Cc3cc4c(c(O)c32)C(=O)c2c(O)cc3c(c2C4=O)OC2OC3(C)C(O)C(N(C)C)C2O)C(OC)C1(C)OC (centres undefined)	17	-4	/	8	20*	1.1	3	56*
COP(=O)(OC)OC=C(Cl)Cl	/	-3	7	-3	-0.1	0.0	1	5
CC(=O)N1Cc2cnnn2-c2ccccc2C1(C)C#N (centres undefined)	-1	1	-9	3	2.4	0.5	-3	-9
CCOC(=O)C(NC(=O)C(Cc1ccc(N(CCCl)CCCl)cc1)NC(C)=O)C(C)C (centres undefined)	-6	0	2	0	-1.1	0.0	1	6
O=NN(CCF)C(=O)NC1CCC(=O)NC1=O (centres undefined)	/	10	-5	0	-0.3	0.1	0	3
O=C(CCc1ccccc1)N1Cc2cc(N3CCCCC3)ccc2-n2nncc2C1	/	14	1	-4	-2.1	/	-7	11
COc1ccc(C(c2nnnn2Cc2ccccc2)N2CCC(n3c(=O)[nH]c4ccccc43)CC2)cc1 (centres undefined)	/	14	89*	-19	2.6	0.0	6	-1
O=C1CC(=O)N(c2ccccc2F)C(=O)N1	4	-1	-25	-3	0.7	0.0	2	-8
CCC(=Nc1ccccc1N)c1c(O)[nH]c(=O)[nH]c1=O	1	2	-31	5	2.5	0.2	-1	-9
Cc1c(C=O)c2ccccc2n1Cc1ccc([N+](=O)[O-])cc1	14	5	20	3	/	0.1	-5	-34
O=C(O)CC1OCC=C2CN3CCC45c6ccccc6NC4C1C2CC35 (centres undefined)	12	5	-4	-3	-2.3	0.0	2	-1
c1ccc(-c2ccncc2)cc1	0	-1	/	-3	-4.4	/	-7	-1
CCCCn1c(O)c(C(C)=NCc2ccco2)c(=O)[nH]c1=O	-7	-3	-3	8	-1.5	0.0	1	13
CCC1(CCO)C(=O)NC(=S)NC1=O	-7	-3	-10	3	-3.3	8.9	5	5
Oc1ccccc1Cl	-13	-13	/	/	-0.5	/	-5	1
Cc1cc(N2CCCCC2)ccc1C=C1C(=O)N(C)C(=S)N(C)C1=O	15	/	-2	0	/	0.0	/	/
COc1cccc(NC(=O)N2CCC3(CC2)OCCO3)c1	-6	/	-1	26	/	0.0	/	/
O=C(CSC1c2ccccc2-c2ccccc21)N/N=C/c1ccc(C(=O)O)cc1	2	-8	0	-7	/	0.3	0	11
COC(=O)[C@@H]1[C@@H](CO)[C@@H]2Cn3c(cccc3=O)[C@H]1N2CCc1ccccc1	-3	-2	/	7	/	0.2	4	3
CC1(C)CC(=O)CC(C)(C)N1O	/	-4	3	/	-5.7	0.3	-9	6
CC(C)CC1(CCc2ccccc2)C(=O)NC(=O)NC1=O	-12	11	-15	-6	0.9	0.2	6	-3
N=C1c2ccccc2CN1c1ccc(F)c([N+](=O)[O-])c1	-4	7	13	67*	2.4	-0.2	0	12
CCCNC(=O)N1[C@H]2CC[C@@H]1C(C(=O)OC)=C(c1cccc(Cl)c1)C2	-13	-5	-1	-19	1.0	0.2	-7	-1
CCN(CC)C(=O)c1ccc(NC(=O)COC(=O)c2ccc(Cl)s2)cc1	/	10	-1	-7	-0.8	-0.1	2	-5
Cc1nn(Cc2ccccc2)c(Cl)c1C(=O)Nc1ccc(OC(F)(F)F)cc1	-10	/	-1	36	/	-0.1	/	/
Cc1ccc2c(C)cccc2c1	/	-7	/	4	-2.6	/	-2	-3
NC(Cc1ccccc1)c1nc(-c2ccccc2)no1 (centres undefined)	-2	3	-56	3	-0.7	0.0	1	-51
N#C/C(=C\c1ccc(O)cc1)C(=O)O (tested in a mixture with another compound)	-4	-6	0	/	11*	-0.1	-2	2
O=C(NC(=C(Cl)Cl)P(=O)(c1ccccc1)c1ccccc1)c1ccccc1	-3	/	108*	/	-1.0	0.0	9	2
